Epigenetic derep – Quantitative High-Throughput Screen for Regulators of Epigenetic Control; murine LDR cells, GFP reporter derepression, 30 h; hit rate 0.2% among 280,000; Potency, µM (titrated, usually from 53.9 µM), inactives show at the top dose GFP activation, actives largely listed as activators; further: potency means the concentration at half of the fitted maximal effect; % of control where 0% means no effect; nearly all actives have a fitted effect of over 60% in size
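GFP-positive cell count by laser-scanning cytometry (objects 20–120 um) after 30 h, 37 C compound exposure of murine LDR cells; reporter is CMV-GFP integrated at a silenced locus, inducible by HDAC or DNMT inhibitors.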
KinaseGlo FLuc – Counterscreen for Luciferase (Kinase-Glo TM) Inhibition | Potency, µM (doses to about 38.3 µM), for inactives: top-dose activity change, negative = inhibition, actives largely listed as inhibitors | Kinase-Glo luciferase, ATP luminescence, 8 min | hit rate 0.28% among 200,000 | Luciferin 4-monooxygenase (Photuris pensylvanica), Q27757; further: potency means the concentration at half of the fitted maximal effect; on the % scale 0 is the no-effect control and ±100 the full control effect; nearly all actives have a fitted effect of over 60% in size
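Compounds were added to a substrate mix at pH 7.2 (50 mM imidazole, 10 uM ATP, within the enzyme's linear range), followed by Kinase-Glo detection reagent; luminescence was measured after 8 minutes at ambient temperature.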
L3MBTL1 block – qHTS Assay for the Inhibitors of L3MBTL1. Lethal(3)malignant brain tumor-like protein 1 (Homo sapiens), Q9Y468. AlphaScreen L3MBTL1–H3K9me1 peptide binding. Potency, µM (titrated, usually from 57.1 µM), for the others: top-dose activity, negative = inhibition, actives largely listed as inhibitors. hit rate 0.66% among 230,000. AID 485360, 2010; further: potency means the concentration at half of the fitted maximal effect; on the % scale 0 is the no-effect control and ±100 the full control effect; nearly all actives have a fitted effect of over 60% in size
Target sequence (Q9Y468 whole entry, looked up): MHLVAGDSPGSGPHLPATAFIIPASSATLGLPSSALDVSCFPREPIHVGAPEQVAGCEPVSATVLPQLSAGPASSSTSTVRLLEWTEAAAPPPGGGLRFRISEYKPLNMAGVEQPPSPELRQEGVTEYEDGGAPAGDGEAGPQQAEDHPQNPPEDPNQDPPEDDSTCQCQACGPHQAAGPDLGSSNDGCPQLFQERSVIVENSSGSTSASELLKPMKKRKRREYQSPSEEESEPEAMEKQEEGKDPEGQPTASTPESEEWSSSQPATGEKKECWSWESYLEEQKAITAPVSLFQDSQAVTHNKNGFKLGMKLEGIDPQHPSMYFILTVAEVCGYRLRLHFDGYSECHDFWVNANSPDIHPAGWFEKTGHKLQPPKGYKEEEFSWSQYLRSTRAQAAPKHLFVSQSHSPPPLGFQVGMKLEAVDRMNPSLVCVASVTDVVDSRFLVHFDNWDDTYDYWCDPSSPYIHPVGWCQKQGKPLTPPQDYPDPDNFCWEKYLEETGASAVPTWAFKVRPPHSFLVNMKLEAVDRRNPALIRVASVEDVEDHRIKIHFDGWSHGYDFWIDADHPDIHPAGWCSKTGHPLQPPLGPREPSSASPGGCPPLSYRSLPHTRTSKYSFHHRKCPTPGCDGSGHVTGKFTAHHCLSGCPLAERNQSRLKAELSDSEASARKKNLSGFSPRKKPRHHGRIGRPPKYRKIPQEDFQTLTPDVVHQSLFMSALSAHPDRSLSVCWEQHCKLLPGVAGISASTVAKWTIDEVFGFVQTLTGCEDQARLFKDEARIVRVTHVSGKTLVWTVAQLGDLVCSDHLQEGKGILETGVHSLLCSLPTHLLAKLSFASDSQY
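L3MBTL1 (50 nM) pre-complexed 30 min with biotinylated H3(1-15)K9me1 peptide (75 nM), then compounds added for 30 min at room temperature; AlphaScreen streptavidin donor/nickel chelate acceptor beads (10 ug/mL final) read after 30 min dark incubation.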
CBFb-RUNX1 inh – qHTS Assay for Compounds Blocking the Interaction Between CBF-beta and RUNX1 for the Treatment of Acute Myeloid Leukemia | Runt-related transcription factor 1 (Homo sapiens) + Core-binding factor subunit beta … | AlphaScreen CBFb-His/RUNX1-biotin binding, biochemical | Potency, µM (top dose mostly 59.8 µM), inactives show top-dose activity, negative = inhibition, most hits filed as inhibitors | 230,000 tested, under 10 active | AID 1477, 2009; further: % of control where 0% means no effect
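AlphaScreen proximity signal reports loss of binding between His-tagged CBF-beta and biotin-labelled RUNX1, each at 30 nM. Proteins are pre-associated for 20 minutes, compounds added for 15 minutes, then beads for 90 minutes, all at ambient temperature.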
NPSR antagonist – qHTS Assay for Antagonists of the Neuropeptide S Receptor: cAMP Signal Transduction; CHO-NPSR cells, cAMP TR-FRET, antagonist mode; Q6W5P4; hit rate 1% among 220,000; Potency, µM (series often up to 38.3 µM), for the others: top-dose activity change, negative = inhibition, most hits filed as inhibitors; AID 1461, 2008; further: potency means the concentration at half of the fitted maximal effect; on the % scale 0 is the no-effect control and ±100 the full control effect; nearly all actives have a fitted effect of over 50% in size; many of its hits are not listed in these tables
HttQ103 aggreg – qHTS Multiplex Assay to Identify Dual Action Probes in a Cell Model of Huntington: Aggregate Formation (GFP). AID 1688, 2009. Potency, µM (top dose mostly 46.1 µM), without a hit: at the top dose activity change, negative = inhibition, most hits filed as inhibitors. PC12 HttQ103-GFP aggregates, Acumen cytometry, 40 h. hit rate 1.1% among 220,000; further: potency means the concentration at half of the fitted maximal effect; on the % scale 0 is the no-effect control and ±100 the full control effect; nearly all actives have a fitted effect of over 60% in size
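PC12 cells stably carrying ecdysone-inducible HTT exon 1 Q103–GFP were induced with tebufenozide (100 nM final) and treated with library compounds in titration. GFP aggregates in lysates were counted by laser scanning cytometry.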
IMPase Li cell – qHTS Assay for Identifying the Cell-Membrane Permeable IMPase Inhibitors: Potentiation with Lithium | CHO-M1 cells, IP1 TR-FRET (IP-One), carbachol + lithium | Potency, µM (series often up to 59.4 µM), without a hit: top-dose activity, negative = IMPase inhibition, usual class: inhibitors | hit rate 0.35% among 210,000 | AID 1457, 2008;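 further: IP1 builds up when IMPase is blocked and the TR-FRET signal falls; potency means the concentration at half of the fitted maximal effect; plate controls were basal vehicle for no effect and high inhibitor control for full effect; nearly all actives have a fitted effect of over 50% in size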
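CHO cells stably expressing M1 receptor (2000/well, cultured 16–30 h) treated 30 min at 37C with compound plus low lithium. Cytosolic IP1 by TR-FRET (665/620 ratio and 620 channel) after 10 min lysis; AC50 by Hill fit.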
The depositor's hits bear a star; ? = inconclusive; nt = no result given; & = joins results of further samples; [ ] = dose if it differs, or a comment. The call rests on the fitted dose curve; in most records, active means well fitted curve in the direction sought with a large enough effect; inconclusive means small, poorly fitted or top-dose-only effect, or another doubt; inactive means no such curve, though single readings can be large; an effect the other way counts as inactive or inconclusive. The list is partial (hit frequency here may not be typical).

no.	molecule	KinaseGlo FLuc	IMPase Li cell	NPSR antagonist	Epigenetic derep	HttQ103 aggreg	CBFb-RUNX1 inh	L3MBTL1 block
1	CNc1ccc2oc(C[C@@H]3OC4(CC[C@@H]3C)O[C@H]([C@@H](C)C(=O)c3ccc[nH]3)[C@H](C)C[C@H]4C)nc2c1C(=O)O (some centres undefined)	nt	-6%&-31%	nt	1.1%&0.0%	nt	?	nt
2	N#Cc1c(/N=C/C2C(=O)NC(=S)NC2=O)sc2c1CCCC2	-1%	-9%	-4%	0.9%	16%	-2%	-7%
3	c1ccc(CNC2=NCCS2)cc1	-3%	15%[38.3 µM]	5%[46.1 µM]	-1.0%	16%	4%	nt
4	CCN1C[C@]2(C)CC[C@H](OC)[C@@]34[C@H]1C1(OCO[C@@]15C[C@H](OC)C1C[C@]3(O)C5[C@H]1OC)[C@@H](O)[C@H]24	-3%	7%	nt	-1.1%	nt	-2%	nt
5	O=S(=O)(c1ccc(F)cc1)N1CCCCC1c1cccnc1 (centres undefined)	nt	nt	15%	-0.1%	2%[9.22 µM]	1%	nt
6	Ic1cncc(OC[C@@H]2CCN2)c1	1%	24%	nt	0.4%	nt	4%[21.7 µM]	nt
7	CCn1c(O)c(C=NCc2cccs2)c(=O)n(CC)c1=S	3%	20%[38.3 µM]	14%[46.1 µM]	6.2%	-9%[9.22 µM]	2%	nt
8	CCCCN1C(=O)NC(=O)C2(Cc3ccccc3N3CCOCC32)C1=O (centres undefined)	-3%	-5%[38.3 µM]	-8%[7.67 µM]	1.6%	7%	-9%	-1%
9	CN1C(=O)C(Cc2cccc3ccccc23)C(=O)N(C)C1=O	2%	21%[38.3 µM]	-17%[46.1 µM]	4.8%	14%	5%	-8%
10	CCCCCSc1cc(OC)c(CCN(C)C)cc1OC	-3%	31%[activator][38.3 µM]	?	5.3%	?	?	3%
11	CC(C)OC(=O)C1C2c3ccccc3C(c3ccccc32)C1C(=O)O (centres undefined)	-5%	19%	8%	-0.1%	-13%[9.22 µM]	5%	-25%
12	O=C(O)c1cccc2c1NC(C(=O)O)C1CC(Sc3ccccc3[N+](=O)[O-])C(Cl)C21 (centres undefined)	-16%	155%[activator]	-12%[46.1 µM]	0.0%	2%	-4%	2.2µM*
13	CN(C)C=C1C(=O)N(C2CCCCC2)C(=O)N(C2CCCCC2)C1=O	-7%	16%[38.3 µM]	-25%[46.1 µM]	0.0%	?	-1%	5%
14	CCOP(=O)(OCC)C(NC(=O)c1ccccc1C)C(Cl)(Cl)Cl (centres undefined)	-2%	-5%	10%	11%	-7%	-19%	54%[activator]
15	CN1C2CCC1CC(C(=O)OC(CO)c1ccccc1)C2 (centres undefined)	0%	27%	nt	-0.3%	nt	0%	nt
16	C[N+]1(C)CCC(OC(=O)C(c2ccccc2)c2ccccc2)CC1	-6%&0%	14%&36%&19%	-18%[46.1 µM]	-1.2%&1.1%&-0.1%	nt	25%	nt
17	CCCN(CCC)C1CCc2ccc(O)cc2C1 (centres undefined)	-3%	20%&25%	3%[46.1 µM]	1.1%&0.0%	nt	-4%&-6%	4%
18	O=c1[nH]c(=S)n(-c2ccccc2F)c(O)c1C=Nc1ccc(N2CCOCC2)cc1	-1%	-16%	-6%	1.1%	?	-17%	nt
19	COc1ccc2c(CCN)c[nH]c2c1	7%	8%	-24%[46.1 µM]	15%&-1.4%	4%[9.22 µM]	-9%&-2%	nt
20	Cc1cc(/C=C2\C(=O)NC(=O)N(c3ccc(F)cc3)C2=O)c(C)n1-c1ccc(C(=O)O)cc1	4%	-1%	6%	2.1%	7%[9.22 µM]	10%	?
21	Cc1ccc(-n2c(O)c(/C=N/N3CCCCCC3)c(=O)[nH]c2=O)cc1C	nt	nt	-27%	-3.3%	-8%[9.22 µM]	7%	3%
22	CCn1c(=O)cc(OCC(=O)N2CCN(Cc3ccc4c(c3)OCO4)CC2)c2ccccc21	0%	2%[38.3 µM]	-17%[46.1 µM]	5.1%	29%	0%	-1%
23	CC(C)(Cc1c[nH]c2ccc(Cl)cc12)NCCOc1ccccc1OCC1CC1	2%	-12%&6%	nt	1.1%&2.2%	nt	3%	nt
24	O/N=C1\CCC2CN(C3CCCCC3)CC2C1 (centres undefined)	1%	-2%[38.3 µM]	1%[46.1 µM]	-0.4%	-12%	-1%	-3%
25	O=c1[nH]c(=O)n(-c2ccccc2)c(O)c1/C=C/C=Nc1ccccc1	1%	8%	-5%	1.0%	14%	0%	9%
26	N#CC(C#N)=Cc1cccnc1	2%	4%	-37%	1.4%	15%	1%	11%
27	N#CC1(c2ccccc2)CCN(C2CC(=O)N(c3cccc(F)c3)C2=O)CC1 (centres undefined)	7%	4%	-14%	-0.8%	4%	24%	-1%
28	N#Cc1ccc(N2CCNCC2)c(F)c1	-2%	0%[38.3 µM]	-5%[46.1 µM]	-4.0%	4%	4%	8%
29	O=C(Oc1ccc([N+](=O)[O-])cc1)N1CCC(N2CCCCC2)CC1	0%&-2%	32%&11%[activator]	8%	10%&-1.7%	6%	7%[2.36 µM]	-4%
30	COc1cc(OC)c(OC)cc1/C=C1/C(=O)NC(=O)N(Cc2ccccc2)C1=O	nt	nt	24%	-1.3%	-8%[9.22 µM]	7%	1%
31	CC(=O)Nc1nc(CCl)cs1	-2%	-5%	3%	-3.2%	-4%	-12%	nt
32	Cc1ccc(CS(=O)(=O)Cc2ccc(C(=O)N3CCC4(CC3)OCCO4)o2)cc1	-2%	-1%[38.3 µM]	-2%[46.1 µM]	-1.1%	-11%	1%	33%[activator]
33	O=C1CN=C(c2ccccc2)c2ccccc2N1Cc1ccc(C(F)(F)F)cc1	1%	12%	?	-1.1%	-2%	11%	-5%
34	Cc1cc(C(=O)Nc2ccc3c(c2)OCCO3)nn1C(C)(C)C	nt	nt	-4%	7.4%	-12%[9.22 µM]	7%	-19%
35	O=C(OCC1O[C@@H](OC(=O)c2cc(O)c(O)c(O)c2)[C@@H](OC(=O)c2cc(O)c(O)c(O)c2)[C@@H](OC(=O)c2cc(O)c(O)c(O)c2)[C@@H]1OC(=O)c1cc(O)c(O)c(O)c1)c1cc(O)c(O)c(O)c1 (some centres undefined)	-5%	-23%	-14%	-2.3%	?	nt	0.18µM*
36	CC1(C)C(O)CC(O)[C@]2(C)C1CC(O)[C@]1(C)C2CC[C@@]2(C)C(c3ccoc3)CC3OC312 (some centres undefined)	-5%	7%	nt	0.0%	nt	21%	nt
37	COc1cc2c(c(OC)c1OC)-c1ccc(O)c(=O)cc1[C@@H](NC(C)=O)CC2	2%	2%	nt	-0.2%	nt	-5%[21.7 µM]	-8%
38	O=C(CCCCCn1c(=S)[nH]c2ccccc2c1=O)N1CCC2(CC1)OCCO2	1%	15%[38.3 µM]	?	-0.9%	?	-2%	0%
39	C=CC1CN2CCC1CC2C(OC(C)=O)c1ccnc2ccc(OC)cc12 (centres undefined)	nt	nt	45%	-0.3%	6%[9.22 µM]	-1%	-2%
40	CC12CC[C@H]3[C@@H](CCC4(O)C[C@H](O)CCC34/C=N/NC(=O)c3ccc(O)cc3)C1(O)CCC2C1=CC(=O)OC1 (some centres undefined)	nt	nt	16%	-1.4%	0%[9.22 µM]	9%	nt
41	O=[N+]([O-])/C=C1\NCCN1Cc1ccc(Cl)nc1	1%&-1%	-1%&-1%	8%&10%	-0.1%&-2.2%	-5%&8%	5%&4%	1%
42	CCCCn1c(O)c(C(CC)=NCc2ccc(F)cc2)c(=O)[nH]c1=O	-3%	-4%[38.3 µM]	-21%[46.1 µM]	0.8%	?	2%	-6%
43	Clc1cc(Cl)cc(NC2=NCCS2)c1	nt	nt	-17%	1.6%	-1%[9.22 µM]	10%	3%
44	Cc1ccccc1-n1c(C)nc2sccc2c1=O	2%	-8%[38.3 µM]	4%[46.1 µM]	6.9%	16%	1%	0%
45	O=C1NC(=O)C2(Cc3ccccc3N3CCCC32)C(=O)N1c1ccc(Cl)cc1 (centres undefined)	11%	3%[38.3 µM]	-2%[46.1 µM]	-0.1%	4%	-6%	-10%
46	Cc1cccc(C)c1OP(N)(=O)OCC(F)(F)F (centres undefined)	4%	-8%	10%	0.0%	-10%	1%	4%
47	CN1CCC2(CC1)NC(=O)C1=C(CN(C)CC1)N2	-1%	-4%[38.3 µM]	0%[46.1 µM]	3.8%	-4%	-5%	28µM*
48	CCOC(=O)N1CCN(c2ccc(Cl)c(Cl)c2)CC1	5%	14%	-16%[46.1 µM]	-11%	?	11%	-6%
49	CCCCC/C=C\C/C=C\C/C=C\C/C=C\CCCC(=O)NCCCl	-4%[39.9 µM]	3%	nt	2.2%	nt	-12%	nt
50	CCOP(=S)(OCC)N1CCOCCOCCN(P(=S)(OCC)OCC)CCOCCOCC1	1%	18%	-39%	-0.5%	16%	15%	13%

From no. 43 to 44, as listed above:
no.	molecule	KinaseGlo FLuc	IMPase Li cell	NPSR antagonist	Epigenetic derep	HttQ103 aggreg	CBFb-RUNX1 inh	L3MBTL1 block
43	Clc1cc(Cl)cc(NC2=NCCS2)c1	nt	nt	-17%	1.6%	-1%[9.22 µM]	10%	3%
44	Cc1ccccc1-n1c(C)nc2sccc2c1=O	2%	-8%[38.3 µM]	4%[46.1 µM]	6.9%	16%	1%	0%

(list continues)
no.	molecule	KinaseGlo FLuc	IMPase Li cell	NPSR antagonist	Epigenetic derep	HttQ103 aggreg	CBFb-RUNX1 inh	L3MBTL1 block
51	CN1CCN(Cc2ccc(OC(F)(F)F)cc2)CC1	6%	-2%[38.3 µM]	-8%[46.1 µM]	0.0%	11%[9.22 µM]	5%	nt
52	CN1Cc2c(ccc3c2OCO3)C2C(O)Cc3cc4c(cc3C21)OCO4 (centres undefined)	1%&0%	14%&4%	nt	3.0%&5.3%	nt	-5%[21.7 µM]	nt
53	CN(C(=O)Cc1ccc(Cl)c(Cl)c1)[C@H](CN1CCCC1)c1ccccc1	-1%	-3%&7%	nt	0.0%&1.6%	nt	5%	nt
54	c1ccc2nc(OCCN3CC3)ccc2c1	nt	nt	8%	1.4%	-24%[9.22 µM]	4%	nt
55	Cc1ccc(C(C)C)c(OCC(=O)N2CCN(Cc3nc4cc([N+](=O)[O-])ccc4n3C)CC2)c1	-1%	18%	-32%	-0.9%	?	-10%	-13%

High-throughput results from PubChem.
